IL2 activator: activates IL-2 in a cell-based reporter assay; hit rate 0.065% among 360,000; activation, % (series mostly up to about 46 µM); IL-2 activation reporter assay, cell-based qHTS; stimulated with anti-CD3/CD4/CD28 beads; in transgenic mouse T cells; in the data active = activation above about 50%; inconclusive = mostly about 30% to 49%; note: 0% is about no effect
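Unstimulated transgenic mouse T cells preincubated 60 min with compound, then stimulated with anti-CD3/anti-CD4-coated beads plus anti-CD28 for 18 h at 37 degrees C. IL-2 response read as EGFP and DsRed fluorescence by plate cytometry.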
GLP-1R inv ag: acts as inverse agonist at human GLP-1 receptor; HEK293 GLP-1R CRE-luciferase, luminescence, 24 h; GLP-1R form is constitutively active; Potency, µM (titrated, usually from 38.3 µM), inactives show at the top dose activity change, negative = inhibition, hits mostly inhibitors; hit rate 1.6% among 410,000; AID 624417; note: potency is the fitted concentration of half-maximal effect; % is set by controls: 0 for no effect and ±100 for the full control effect; nearly all actives have a fitted effect of over 55% in size
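HEK293 cells stably co-expressing a cAMP-responsive luciferase reporter and constitutively active GLP-1R were seeded, incubated 12 h, then exposed to compounds for 24 h at 37 C. Luminescence was read 12 min after detection reagent; inverse agonists lower signal.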
PI5P4K alpha inh: inhibitors of human PI5P4K alpha | P48426 | PI5P4Kalpha enzyme, ADP-Glo luminescence, 60 min; active compounds read low | AID 652105 | hit rate 1.2% among 330,000 | max response, %; active = max response of -50% or lower; inconclusive = between -30% and -50%; inactive = -30% or higher; note: value at the top dose of about 77 µM; % is set by controls: 0 for no effect and ±100 for the full control effect
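Single end-point luminescence (ADP-Glo) quantified ADP from PI5P4Kalpha turnover; ATP 5 microM final, 1 h at RT, 0.1% CHAPS and 0.28 mM EGTA in HEPES pH 7.4.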
PTHR1 ag: PTHR1 (human) receptor agonism. HEK293 GP2 PTHR1 cells, GloSensor cAMP luminescence, 1 h. Potency, µM (top dose mostly 115 µM), for inactives: at the top dose activation, most hits filed as activators. hit rate 0.075% among 410,000; note: potency is the fitted concentration of half-maximal effect; nearly all actives have a fitted effect of over 55% in size; some results filed as inactive show a strong effect at the top dose; inactives centre near -15; many of its hits are not listed in these tables
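HEK-293-derived GP2 cells expressing PTHR1 and a GloSensor cAMP reporter, 3,000/well, plated overnight, given luciferin plus IBMX (each 0.5 mM as added) for 1 h at 37 °C, then compound for 1 h at 37 °C. Luminescence was read after 15 min at room temperature.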
PLK1 PBD inh: PLK1 (human) polo-box domain binding inhibition. hit rate 2.8% among 360,000. Plk1 PBD binding of FITC phosphopeptide, fluorescence polarization. Potency, µM, inactives show max response, negative = inhibition, hits mostly inhibitors; note: potency is the fitted concentration of half-maximal effect; series mostly up to about 57 µM; % is set by controls: 0 for no effect and ±100 for the full control effect; nearly all actives have a fitted effect of over 65% in size
GLP1R ag: agonists of human GLP-1 receptor | Potency, µM (highest dose often 45.6 µM), inactives show top-dose activation, actives largely listed as activators | P43220 | HEK293 GLP-1R CRE-luciferase, luminescence, 4-6 h; cells express a hypersensitive GLP-1R form | hit rate 0.007% among 380,000; note: potency is the fitted concentration of half-maximal effect; % of control where 0% means no effect
EPAC1 ag: activates human EPAC1 exchange factor. O95398. Potency, µM (highest dose often 154 µM), for the others: at the highest dose activation, actives largely listed as activators. AID 720707. EPAC1 agonist qHTS, biochemical assay; response scale: 100% = response to 6.5 mM cAMP. hit rate 0.073% among 360,000; note: potency is the fitted concentration of half-maximal effect; nearly all actives have a fitted effect of over 60% in size
Target sequence (O95398 whole entry, looked up): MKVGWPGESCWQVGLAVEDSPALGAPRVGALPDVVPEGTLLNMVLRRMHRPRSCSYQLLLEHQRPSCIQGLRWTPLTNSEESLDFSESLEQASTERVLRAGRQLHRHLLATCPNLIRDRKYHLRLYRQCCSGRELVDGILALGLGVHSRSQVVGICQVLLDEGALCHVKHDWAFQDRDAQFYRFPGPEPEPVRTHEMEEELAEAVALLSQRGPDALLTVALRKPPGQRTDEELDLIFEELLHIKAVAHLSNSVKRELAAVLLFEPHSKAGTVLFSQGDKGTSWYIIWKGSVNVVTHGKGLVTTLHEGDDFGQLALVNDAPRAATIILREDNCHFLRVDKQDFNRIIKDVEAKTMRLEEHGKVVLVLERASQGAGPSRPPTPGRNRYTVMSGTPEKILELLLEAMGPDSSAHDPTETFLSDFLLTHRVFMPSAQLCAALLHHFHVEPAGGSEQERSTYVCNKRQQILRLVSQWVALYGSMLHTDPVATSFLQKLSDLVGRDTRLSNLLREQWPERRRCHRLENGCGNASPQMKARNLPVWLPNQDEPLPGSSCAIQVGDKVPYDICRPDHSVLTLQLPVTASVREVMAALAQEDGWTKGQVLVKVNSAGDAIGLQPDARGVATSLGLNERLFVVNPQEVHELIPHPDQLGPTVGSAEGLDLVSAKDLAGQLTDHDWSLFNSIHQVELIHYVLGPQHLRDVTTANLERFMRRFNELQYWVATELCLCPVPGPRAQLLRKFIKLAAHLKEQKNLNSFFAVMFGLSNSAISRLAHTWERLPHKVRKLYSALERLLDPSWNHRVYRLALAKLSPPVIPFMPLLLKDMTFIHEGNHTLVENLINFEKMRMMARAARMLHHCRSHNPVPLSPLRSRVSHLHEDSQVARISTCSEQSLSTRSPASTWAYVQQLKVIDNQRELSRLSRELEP
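Normalized to 6.5 mM cAMP, activity reflects EPAC1-catalysed release of BODIPY-GDP from Rap1B, followed kinetically over 30 min at 480 nm excitation, 540 nm emission. Reaction contained 100 nM EPAC1, 250 nM Rap1B-BODIPY-GDP, 50 uM GDP.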
GLP1R cytotox: cytotoxicity counter-screen for GLP-1 receptor inverse agonists | HEK293 cAMP-luciferase reporter cells, luminescence, 24 h | Potency, µM (highest dose often 38.3 µM), for inactives: at the highest dose activity change, negative = inhibition, most hits filed as inhibitors | hit rate 0.13% among 410,000;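 note: loss of luciferase light is scored as toxicity; potency is the fitted concentration of half-maximal effect; % is set by controls: 0 for no effect and ±100 for the full control effect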
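Quantitative HTS format, 1536 wells, 200 cells/uL seeded. Compounds: 23 nL, 24 h, 37 °C. Detection: luciferase reagent, luminescence at 12 min RT; decreased signal taken as cytotoxic.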
EPAC1 antag: antagonists of human EPAC1; EPAC1 GEF assay, Rap1b-BODIPY-GDP exchange fluorescence; Potency, µM (titrated, usually from 115 µM), for inactives: top-dose activity change, negative = inhibition, actives largely listed as inhibitors; hit rate 0.14% among 360,000; AID 720709;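 note: potency is the fitted concentration of half-maximal effect; plate controls were vehicle for no effect and positive control for full effect; nearly all actives have a fitted effect of over 50% in size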
Starred values were filed as active, the others as inactive; i = inactive; ? = inconclusive; · = not tested or not shown; & = joins results of further samples; [ ] = another dose, or the depositor's remark. Unless noted, calls come from the whole dose curve; as a rule, active = well fitted curve in the direction sought with a large enough effect; inconclusive = small, poorly fitted or top-dose-only effect, or another doubt; inactive = no such curve, though single readings can be large; an effect the other way counts as inactive or inconclusive.

SMILES	IL2 activator	GLP-1R inv ag	PI5P4K alpha inh	PTHR1 ag	PLK1 PBD inh	GLP1R ag	EPAC1 ag	GLP1R cytotox	EPAC1 antag
Cc1ccc2nc(C(C)(C)C)c(Cc3ccccc3C(F)(F)F)n2c1	-0.6	?	5	-12%	-12%	1%	-15%	-17%	-22%
O=C(CSc1nnc(NC(=O)c2c(F)cccc2F)s1)NCC1CCCO1 (stereo not given)	0.1	4%	4	-12%	-11%	-3%	1%	8%	2%
CC(C)=CC(=O)Nc1nnc(C(C)C)s1	-0.3	?	-12	-11%[57.5 µM]	-4%	-7%	-3%	-11%	11%
CC(=O)c1ccc(Nc2nc(-c3cccnc3)cs2)cc1	-2.4	21%	-4	i	3%	18%	-2%	-8%	-1%
COc1ccc(CN(C(=O)c2nsc(Cl)c2Cl)C(C(=O)NC2CCCCC2)c2ccc(OC)cc2)cc1 (stereo not given)	-2.0	?	·	i	-22%	2%	13%	-20%	4%
Cc1noc(C)c1-c1ccc(C(=O)NCc2ccco2)c2occc12	1.0	6%	4	-1%	-7%	-2%	5%	-13%	-6%
CC(C)(C)OC(=O)NCCCCCNC(=O)c1[nH]cnc1C(=O)Nc1cc(Br)ccc1F	-2.9	-3%	-3	-93%[inhibitor]	2%	-2%	-17%	-2%	-8%
O=S(=O)(Nc1ccc(N=Nc2ccccc2)cc1)c1ccccc1	1.4	0%	28	-28%	-1%	4%	21%	?	-3%
O=C(CCS(=O)(=O)c1cccs1)Nc1ccc(C(=O)NC2CCCC2)cc1	0.0	11%	-2	i	-18%	19%	4%	4%	-2%
Cc1cccnc1NC(=O)CCn1c(=O)oc2ccccc21	-0.5	2%	2	i	2%	3%	-6%	-1%	5%
O=C(Nc1c(C(=O)N2CCN(c3ccccn3)CC2)oc2ccccc12)c1cccc([N+](=O)[O-])c1	-2.3	3%	1	-17%	-12%	14%	11%	-8%	-5%
O=C(COC(=O)c1ccccc1NCCO)NCCC1=CCCCC1	4.5	?	-4	i	-6%	1%	?	24%	6%
COC(=O)C(C(=O)OC)C(CC(=O)c1ccc(C)cc1)c1cc(OC)c(OC)c(OC)c1 (stereo not given)	-2.9	?	1	-12%	-8%	4%	3%	?	-11%
CCOC(=O)c1c(CN2CCN(c3ccccc3)CC2)oc2cc(Br)c(O)cc12	-1.1	-10%	-8	-20%	-5%	13%	0%	-20%	-2%
Cc1cc(C)nc(N(C#N)CCOc2ccc(Cl)cc2)n1	-0.3	-12%	6	21%[57.5 µM]	-12%	10%	9%	75%[activator]	-3%
Cc1ccc(C)c(OCC(=O)Nc2ccncc2)c1	-0.5	-1%	3	-32%	-10%	-1%	1%	0%	-11%
COc1ccc(CNC(=O)c2sccc2-c2ccccc2)cc1OC	-3.9	-18%	?	-24%	-11%	-2%	-1%	-9%	11%
COc1ccc(Nc2nnc(Cc3ccncc3)c3ccccc23)c(OC)c1	1.1	67%[activator]	0	-13%	-8%	8%	13%	0%	0%
Cn1c(CC(=O)NN)c(Sc2ccccc2)c2ccccc21	-0.5	?	18	-8%	-1%	3%	8%	-9%	2%
CCCN(CC(=O)Nc1cc(Cl)ccc1Cl)C(=O)c1ccc2n[nH]nc2c1	0.1	17%	6	i	-1%	15%	6%	-2%	10%
Cc1c(C(C)(C)O)[nH]c2cc(C(F)(F)F)ccc12	-0.8	?	8	-88%[inhibitor]	4%	-1%	-11%	?	-6%
Cc1cc(C)c(C#N)c(SCC(=O)NC2CC2)n1	-3.1	2%	·	-9%[57.5 µM]	-12%	-6%	9%	2%	0%
CCN(CC(=O)NCc1cccs1)C(=O)c1ccc(NS(=O)(=O)c2ccc(C(C)=O)cc2)cc1	-1.3	18%	0	i	-3%	-2%	8%	8%	-3%
O=C(CCNS(=O)(=O)c1ccc2nsnc2c1)N1CCN(c2ccncc2)CC1	0.3	?	3	-5%	-2%	1%	-8%	11%	-16%
Cc1cc(C)cc(NS(=O)(=O)c2ccc(-n3cccn3)cc2)c1	·	?	·	-33%	·	-1%	·	3%	·
COC(=O)c1ccc(N2CCC(C)CC2)c(N)c1	0.0	-1%	·	-6%[57.5 µM]	21µM*	4%	6%	9%	-2%
Cc1[nH]c2c(C)cccc2c(=O)c1Br	4.0	-2%	-1	i	-7%	-12%	12%	-15%	0%
COc1ccc(S(=O)(=O)Nc2cccc3ccc(O)cc23)cc1	1.6	?	2	i	-2%	-1%	11%	-1%	2%
Cc1nc(-c2cccc(NS(=O)(=O)c3ccccc3)c2)cs1	0.1	-32%	0	-16%	-11%	6%	-11%	-2%	0%
Nc1nc(NCCO)nc(NC2CCCCC2)c1[N+](=O)[O-]	-0.8	96%[activator]	-5	i	-5%	?	1%	-10%	-27%
CCOC(=O)c1c(C)[nH]c(C(=O)CSc2nnc(C3CC3)n2N)c1C	1.6	60%[activator]	-22	-2%[57.5 µM]	24µM*	10%	5%	-1%	4%
CCN(CC)S(=O)(=O)c1ccc(OC)c(NC(=O)CCS(=O)(=O)Cc2ccccc2)c1	1.2	13%	-8	i	-12%	11%	8%	5%	-6%
C=CCOC(=O)N1CCC2CC1c1cc(-c3ccc(OC)cc3)ccc12 (stereo not given)	-0.6	10µM*	22	-24%	-3%	14%	0%	20%	3%
Cc1nc(N2CCN(c3ccccc3O)CC2)c2c(-c3ccccc3)csc2n1	0.0	?	-1	-21%	-7%	15%	2%	-14%	-13%
O=C(NCc1ccccc1Cl)C(=O)NCC(c1ccco1)N1CCOCC1 (stereo not given)	-0.5	-7%	1	i	-10%	12%	-1%	-12%	-15%
CCCCNC(=O)C1CCC(=O)N1CCc1ccccc1 (stereo not given)	0.9	4%	-4	i	-11%	7%	10%	-8%	6%

Some entries already given, limited to EPAC1 antag, PI5P4K alpha inh and GLP1R ag.
SMILES,EPAC1 antag,PI5P4K alpha inh,GLP1R ag
CC(=O)c1ccc(Nc2nc(-c3cccnc3)cs2)cc1,-1%,-4,18%
COc1ccc(CN(C(=O)c2nsc(Cl)c2Cl)C(C(=O)NC2CCCCC2)c2ccc(OC)cc2)cc1 (stereo not given),4%,·,2%
Cc1noc(C)c1-c1ccc(C(=O)NCc2ccco2)c2occc12,-6%,4,-2%

Next section
SMILES	IL2 activator	GLP-1R inv ag	PI5P4K alpha inh	PTHR1 ag	PLK1 PBD inh	GLP1R ag	EPAC1 ag	GLP1R cytotox	EPAC1 antag
COC(=O)C1(C)CCCC2(C)C1CCC13OCC(CC21)C(O)(C(C)C)C3O (stereo not given)	-1.5	-6%	5	-1%	-2%	-1%	4%	-2%	3%
O=C(CN1C(=O)COc2ccccc21)NC1CCCC1	-0.5	5%	3	-11%	-1%	0%	1%	-2%	30%
OCCC1CN(Cc2cnc(-c3ccc(Cl)cc3)nc2)CCN1C1CCCCC1 (stereo not given)	0.0	?	2	-76%[inhibitor]	-9%	4%	0%	-18%	-11%
O=S(Cc1cc(Sc2ccccc2)nc(-c2ccccc2)n1)c1ccccc1 (stereo not given)	-0.7	1%	2	i	0%	-1%	?	64%[activator]	-24%
Cc1c(C)n(C)c2ccc(C(=O)NCc3cccs3)cc12	-2.5	-2%	-8	-19%	-1%	9%	-5%	-13%	9%
O=S(=O)(Cc1cc(N2CCOCC2)nc(-c2ccccn2)n1)c1ccccc1	0.6	3%	-1	-12%	-9%	9%	5%	-11%	-2%
CCNc1nnc(-c2ccccc2OC)s1	-0.8	10%	3	-2%[57.5 µM]	-1%	25%	2%	-28%	7%
O=C(NCc1cccs1)c1cc(S(=O)(=O)N2CCOCC2)ccc1N1CCCC1	-0.2	36%[activator]	1	i	-2%	-8%	-1%	9%	-14%
O=C(CCNc1n[nH]c(=O)[nH]c1=O)N/N=C\c1cccc(OCc2ccccc2)c1	1.4	28%	-5	-16%	-10%	13%	-1%	-27%	2%
COc1cc(-c2nnc(COC(=O)c3ccc(C)o3)o2)cc(OC)c1OC	0.9	14%	-22	i	-2%	26%	-8%	-5%	-23%
O=C(O)C1CCN(C(=O)Cc2ccccc2)CC1	-1.3	13%	0	i	-7%	1%	10%	9%	-11%
CCOC(=O)CC1C(=O)NCCN1C(=S)NC(=O)c1ccccc1OC (stereo not given)	-1.6	2%	0	-9%	-8%	6%	1%	1%	6%
Cc1cc2c(=O)n(C)c(SCC(=O)Nc3cccc(F)c3)nc2s1	-0.7	0%	-4	-9%	-14%	11%	0%	-6%	-13%
CN1CCN(c2oc(Cc3cccc4ccccc34)nc2C#N)CC1	-2.1	?	12	i	-2%	18%	7%	0%	10%
Cc1cccc(Nc2ccccc2)c1	0.4	-13%	3	i	-7%	11%	-2%	-17%	-5%
CCOC(=O)Cc1csc(NC(=O)/C=C/c2ccco2)n1	-1.9	25%	-7	?	-28%	-5%	-3%	-9%	5%
CCOC(=O)N1CCC(N2C(=O)c3cc(C(=O)NC4CCCCC4)ccc3C2O)CC1 (stereo not given)	-0.6	-14%	0	i	-12%	-2%	-6%	9%	-8%
Cc1c(C2(O)CCCCC2)[nH]c2cc(C(F)(F)F)ccc12	-0.6	?	26	-92%[inhibitor]	4%	-5%	-12%	?	-24%
COc1cc(/C=N\NC(=O)C(C)(C)O)ccc1OC/C=C/c1ccccc1	-1.7	?	0	0%	3%	15%	-3%	1%	?
CC1(C(=O)OCC(=O)Nc2nnc(-c3ccccc3)o2)CC1(Cl)Cl (stereo not given)	-3.7	2%	-1	-63%[inhibitor]	1%	-35%[inhibitor]	5%	-3%	9%
Oc1cccc(/C=N\Nc2nncc(-c3ccccc3)n2)c1	0.0	?	-13	-31%[inhibitor]	21µM*	9%	-2%	-5%	-9%
Cc1ccc(NC(=O)Cn2cnc3sc(C(=O)NCc4ccco4)c(C)c3c2=O)cc1Cl	0.6	?	·	-3%[57.5 µM]	-9%&-3%	-4%	-3%	-18%	-2%

Some of the compounds tested (hit frequency here may not be typical).
